m5-HT2A agonist: agonists of mouse serotonin 5-HT2A receptor (HTR2A); CHO-K1 mHTR2A beta-arrestin complementation, luminescence; percent of 30 µM serotonin response; activation, % at 7.6 µM; 0.66% of 360,000 active;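 active = activation above a run cutoff, the mean activation of all tested compounds plus 3 SD, cut at about 14% in these data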;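 also: 0% = plate median of compound wells and 100% = 30 µM serotonin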
Target sequence (P35363 whole entry, looked up): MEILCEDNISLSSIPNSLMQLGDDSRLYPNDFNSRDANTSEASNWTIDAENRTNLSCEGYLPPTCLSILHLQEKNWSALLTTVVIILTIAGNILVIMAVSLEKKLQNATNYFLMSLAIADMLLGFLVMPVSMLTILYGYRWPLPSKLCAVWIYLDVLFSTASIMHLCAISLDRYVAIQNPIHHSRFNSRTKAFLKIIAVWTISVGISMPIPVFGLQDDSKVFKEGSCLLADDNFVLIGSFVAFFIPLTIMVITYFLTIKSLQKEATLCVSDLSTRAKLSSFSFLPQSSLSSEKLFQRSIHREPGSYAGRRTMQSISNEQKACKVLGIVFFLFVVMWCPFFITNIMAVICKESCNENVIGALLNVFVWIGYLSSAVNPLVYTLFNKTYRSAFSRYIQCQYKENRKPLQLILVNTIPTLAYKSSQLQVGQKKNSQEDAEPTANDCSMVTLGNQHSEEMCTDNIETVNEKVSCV
PDI turbidity: PDI (human) enzyme inhibition; P07237; PDI insulin aggregation turbidity, A650, 90 min; inhibition, % at 10 µM; 0.052% of 350,000 active;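 active = mean inhibition across replicates of 30% or more, whatever share of single replicates reach that level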;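 also: absorbance from insulin aggregation driven by PDI reduction with DTT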
Target sequence (P07237 whole entry, looked up): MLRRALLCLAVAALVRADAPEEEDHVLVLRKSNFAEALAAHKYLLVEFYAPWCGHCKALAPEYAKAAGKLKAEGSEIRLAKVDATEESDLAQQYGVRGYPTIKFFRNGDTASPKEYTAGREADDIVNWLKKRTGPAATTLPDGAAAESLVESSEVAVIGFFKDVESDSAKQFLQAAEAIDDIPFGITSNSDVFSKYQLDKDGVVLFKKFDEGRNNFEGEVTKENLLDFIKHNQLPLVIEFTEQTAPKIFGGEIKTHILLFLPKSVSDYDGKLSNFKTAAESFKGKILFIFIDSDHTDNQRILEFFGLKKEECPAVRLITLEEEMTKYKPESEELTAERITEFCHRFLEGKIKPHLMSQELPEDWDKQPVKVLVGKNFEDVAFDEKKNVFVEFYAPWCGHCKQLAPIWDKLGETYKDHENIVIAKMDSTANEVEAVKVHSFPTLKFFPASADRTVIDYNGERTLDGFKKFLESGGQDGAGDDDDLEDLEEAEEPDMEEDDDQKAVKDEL
Granule exo inh: blocks lytic granule exocytosis; inhibition, % at 10 µM; 0.66% of 360,000 active; TALL-104 LAMP-1 surface exposure, flow cytometry; cells stimulated with thapsigargin and PMA;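 active = inhibition above about 55%, limit read from the data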
MC4R antag cAMP: human MC4R antagonism in cAMP assay | 0.48% of 360,000 active | inhibition, % at 6.5 µM | MC4R-expressing cells, MTII-stimulated cAMP, LANCE TR-FRET | P32245;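 active = inhibition above its plate's cutoff, the mean of tested wells on that plate plus 3 SD, cut at about 29% in these data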;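 also: 0% = Melanotan II alone and 100% = Melanotan II plus saturating MCL0020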
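Assay system: human MC4R-expressing U2OS cells; reagent: Melanotan II stimulation of cells; dosing: 6.5 µM single dose; timing: compound 30 min, challenge 1 h, detection 1 h; signal: TR-FRET cAMP assay; replicates: one well per compound, no replicates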
Cardio protect: modulators protecting cardiomyocytes from myocardial damage. protection from H2O2 cell death, % at 20 µM. H9c2 cardiomyocytes, H2O2 injury protection, ATPLite, 2 h. AID 588492. 0.63% of 360,000 active;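 active = compounds giving at least 50% protection of heart cells from peroxide-induced death in the single-dose screen, raw or plate-pattern-corrected value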;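 also: 0% = DMSO wells with peroxide and 100% = DMSO wells without peroxide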
CaV13 ICDI inh: Primary screen for inhibitors of IQ motif and Ca2+-dependent inactivation inhibitor domain binding in CACNA1D, Förster resonance energy transfer in living cells, …. HEK cells, CFP/YFP FRET ICDI-IQ, plate reader, 10 min; percent FRET-ratio fall versus neutral wells. inhibition, % at 12.3 µM. 0.098% of 340,000 active. AID 743397;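 active = mean replicate inhibition of at least 30% and at least 1% of replicates passing that level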;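 also: 0% = median of the neutral control wells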
N-glyco inh: blocks N-linked glycosylation in D54 reporter cells | reporter increase, % at 12.5 µM | AID 588692 | D54 ERlucT glycosylation luciferase reporter, 24 h; percent of 100 nM tunicamycin response | 0.23% of 360,000 active;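 active = mean luciferase reporter signal, scaled so untreated is 0 and the glycosylation-blocking control 100, at or above a set limit in every replicate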;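 also: luciferase carries N-glycosylation sites so blocking glycosylation raises the light; 0% = median of neutral control wells and 100% = median of 100 nM tunicamycin wells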
ABHD5-PLIN5 inh: ABHD5-PLIN5 protein interaction inhibition | Split G. princeps luciferase complementation, luminescence, 4 h | inhibition, % at 4 µM | 0.78% of 360,000 active | AID 602281;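 active = inhibition above the mean inhibition across every tested compound plus 3 SD, cut at about 22% in these data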;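 also: 0% = DMSO only wells and the 100% control is not disclosed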
MC4R ag barr: human MC4R agonism via beta-arrestin; P32245; U2OS MC4R beta-arrestin complementation, luminescence; percent of melanotan II response, DMSO zero; activation, % at 8.9 µM; 0.98% of 360,000 active; AID 540308;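 active = activation above a per-plate cutoff, the mean activation of sample wells on that plate plus 3 SD, cut at about 8% in these data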
ABCB6 inh MLPCN: human ABCB6 transporter inhibition; Q9NP58; K562-ABCB6 porphyrin accumulation, flow cytometry, 1 h; stronger effect = lower value; fluorescence ratio to DMSO, % at 10 µM; 0.19% of 360,000 active; AID 602162;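 active = fluorescence ratio to DMSO below 75%, the collection mean minus 3 SD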;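 also: signal is porphyrin accumulated inside mitochondria; 100% equals median channel fluorescence of DMSO control wells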
Numbers without * were called inactive; x = no result given.

entry	mol	ABCB6 inh MLPCN	Cardio protect	MC4R antag cAMP	MC4R ag barr	ABHD5-PLIN5 inh	Granule exo inh	N-glyco inh	m5-HT2A agonist	CaV13 ICDI inh	PDI turbidity
1	Cc1cc(C)nc(Nc2n[nH]c(-c3ccc(C(C)(C)C)cc3)n2)n1	92	-9	4	3.6	-1	1	3	1	15	0
2	Cc1sc2nc(SCC(N)=O)n(-c3ccccc3)c(=O)c2c1C	100	4	-3	-0.6	-3	-6	-1	-2	-19	0
3	O=C(c1cccc(OC2CCN(C3CCCC3)CC2)c1)N1CCCCCCC1	97	1	2	1.9	4	-4	-6	-1	8	-1
4	O=C(COC(=O)c1ccco1)Nc1ccc(Cl)cn1	220	8	-5	2.6	-3	-1	2	6	-7	-8
5	COc1ccccc1C(CC(=O)N1CCCC1)c1ccc2c(c1)OCO2 (stereo unspecified)	98	5	9	-0.2	4	0	0	2	-4	-6
6	Nc1cc(=O)[nH]c(SCC(=O)Nc2ncc(C(F)(F)F)cc2Cl)n1	100	3	14	0.2	3	-2	1	6	4	0
7	COc1ccc(-c2noc(-c3ccccc3C(=O)N3CCOCC3)n2)cc1	103	11	8	-1.0	9	-4	-3	0	-4	-1
8	C=CCc1ccccc1OCCOc1ccc([N+](=O)[O-])cc1/C=N/NC(N)=O	98	-13	1	1.3	-2	-10	2	2	-3	-1
9	COc1cccc(NC(=S)N2CCC(C(=O)c3ccc(F)cc3)CC2)c1	100	-8	4	-2.0	-10	-2	2	-2	-2	-16
10	Cc1ccc(/C=C/C(=O)NCCc2c[nH]c3ccccc23)o1	101	-4	-3	-1.9	2	2	0	0	-3	3
11	O=C(COC(=O)c1ccc(CO)cc1)NCc1cccs1	99	3	17	-0.1	3	3	5	1	-12	-3
12	COc1cc(OC)cc(-c2cc3nc(C)c(CCC(=O)O)c(=O)n3[nH]2)c1	96	5	9	-2.0	1	2	1	-5	-18	-7
13	COc1ccc(Nc2ncnc3c2cnn3Cc2ccccc2)cc1	102	-7	-4	1.1	6	1	-2	4	-5	-2
14	COc1ccccc1CNC(=O)c1ccccc1NC(=O)C1=C(C)OCCS1	100	0	-8	-1.9	11	-1	1	7	-5	-8
15	O=C(CN1CCOCC1)N1CCN(c2nnc(-c3ccccc3)c3ccccc23)CC1	106	16	2	1.3	1	2	-1	-3	x	-3
16	COCC(C)N=C1NN=C(c2ccc(NC(C)=O)cc2)CS1 (stereo unspecified)	94	3	9	0.1	-6	0	1	0	-4	2
17	Cc1ccc(/C=C/C(=O)N2CCCC(C(N)=O)C2)o1 (stereo unspecified)	101	-3	6	-2.1	7	-8	1	-1	-6	1
18	Clc1ccsc1-c1ccnc(-n2cccc2)n1	95	-3	2	0.6	-10	-1	0	10	-7	6
19	C=CCSc1nc(O)c(C2OC(=O)c3c2ccc(OC)c3OC)c(=O)n1-c1ccccc1 (stereo unspecified)	97	2	7	-1.2	-7	8	0	-4	-16	-1
20	C[C@@H]1CN([C@H](C)CO)C(=O)c2cc(Br)cnc2O[C@@H]1CN(C)C(=O)Nc1cccc(F)c1	95	4	7	-0.2	-6	4	2	3	-4	1
21	CCOc1ccc(OCC(O)CNC2CCN(Cc3ccccc3)CC2)cc1 (stereo unspecified)	98	8	5	1.6	4	3	-3	0	-6	7
22	Cc1ccccc1CCN(CC(=O)NC1CCCCC1)C(=O)c1csnn1	99	-6	-2	-0.3	-6	-8	0	2	0	-5
23	CCOP(=O)(OCC)C(Nc1ccccc1)c1ccc2c(c1)OCO2 (stereo unspecified)	96	6	-1	3.5	11	0	-3	0	-6	-10
24	COc1ccccc1C1CCN(C(=O)c2cccc([N+](=O)[O-])c2)CC1	97	-6	4	-3.7	1	2	-1	3	-5	3
25	O=C(Nc1cc(Cl)ccn1)C1CCN(S(=O)(=O)c2cccs2)CC1	93	-5	4	-1.8	-6	2	-4	0	x	-8
26	CC(C)Cn1c(N)c(C(=O)COC(=O)CC23CC4CC(CC(C4)C2)C3)c(=O)n(C)c1=O	93	-24	3	1.7	0	22	-4	5	x	6
27	CCOC(=O)/C=C1\SCC(=O)N1CC(O)CN1C(=O)CS/C1=C\C(=O)OCC	98	8	0	0.9	3	-1	2	1	x	-1
28	CCOc1ccc(C2/C(=C(/O)c3ccc(F)cc3)C(=O)C(=O)N2CCCN(C)C)cc1 (stereo unspecified)	96	8	4	-1.2	1	-6	1	0	-1	24
29	CCCCC(=O)N(CCC)CCC	94	0	12	-0.3	-18	-5	2	-5	-10	-4
30	COc1cccc(-c2cc(C(=O)NCc3ccco3)no2)c1	94	-7	-8	-2.1	-4	-1	-3	-3	-9	-5

Overlap with the part before: 3 entries, followed by the next part.
entry	mol	ABCB6 inh MLPCN	Cardio protect	MC4R antag cAMP	MC4R ag barr	ABHD5-PLIN5 inh	Granule exo inh	N-glyco inh	m5-HT2A agonist	CaV13 ICDI inh	PDI turbidity
28	CCOc1ccc(C2/C(=C(/O)c3ccc(F)cc3)C(=O)C(=O)N2CCCN(C)C)cc1 (stereo unspecified)	96	8	4	-1.2	1	-6	1	0	-1	24
29	CCCCC(=O)N(CCC)CCC	94	0	12	-0.3	-18	-5	2	-5	-10	-4
30	COc1cccc(-c2cc(C(=O)NCc3ccco3)no2)c1	94	-7	-8	-2.1	-4	-1	-3	-3	-9	-5
31	CCOc1ccc(-n2c(SCc3ccc(C#N)cc3)nnc2-c2cccnc2)cc1	102	8	1	-1.9	5	-1	-1	3	-4	-13
32	C=CCOC(=O)C1=C(C)NC(C)=C(C(=O)OCC=C)C1c1ccc(O)cc1	87	3	3	-1.0	3	-11	2	5	-5	-2
33	CCCOc1cccc(-c2cc(C(=O)NNC(=S)NCC)c3ccccc3n2)c1	88	-16	17	3.4	-15	-2	1	1	-8	2
34	Cc1cc(NC(=O)c2cccnc2)ccc1Br	94	-4	0	0.6	11	3	0	-7	-20	-2
35	COC(=O)c1ccccc1NC(=O)C1CCCO1 (stereo unspecified)	123	5	2	0.5	4	-1	2	1	-19	1
36	Cc1cc(NC(=O)CCCC(=O)NCc2cccs2)no1	96	10	1	-1.8	-9	-3	1	-5	x	3
37	O=C(Nc1ncccc1O)c1ccc(Oc2ccccc2)cc1	96	-5	0	-0.9	-5	6	-1	0	-2	-11
38	CCn1cc(C(=O)O)c(=O)c2cc(F)c(N3CCN(S(=O)(=O)c4ccc5c(c4)OCCO5)CC3)cc21	94	-2	14	0.5	-2	3	3	3	-2	2
39	O=C(NCc1ccco1)c1cccc(S(=O)(=O)N2CCc3ccccc32)c1	98	-3	6	1.3	-3	-1	0	-2	-6	5
40	C/C(=N\NC(=S)Nc1ccc(C)cc1)c1cc2ccccc2o1	86	28	-6	3.6	12	11	2	-5	-4	-9
41	O=[N+]([O-])c1cc(S(=O)(=O)C(F)(F)F)ccc1NCC1CCCO1 (stereo unspecified)	96	-3	12	1.2	-3	0	-1	4	-3	-3
42	O=C(NC1CCCCCC1)C1CCN(S(=O)(=O)N2CCC3(CC2)OCCO3)CC1	97	-5	3	-0.6	-2	0	1	4	-8	-12
43	CCOC(=O)C1(C)CCN1C(=O)Cc1ccc(OC)cc1 (stereo unspecified)	100	3	-1	0.2	3	4	3	0	-11	5
44	CCOC(=O)C1(Cc2ccccc2C(F)(F)F)CCN(CCCn2cccn2)CC1	96	-1	-1	-2.3	-6	17	0	-8	0	0
45	CCOc1ccc(CCN2C(=O)C(=O)N([C@@H](CC(C)C)CN3CCC[C@@H]3CN3C(=O)C(=O)NC[C@@H]3Cc3ccccc3)C[C@@H]2CC(C)C)cc1	99	-7	5	2.2	10	3	1	2	-3	11
46	Nc1ccc(C2=Nc3cccc4cccc(c34)N2)cc1	104	0	16	-2.9	6	-5	4	6	-4	-3
47	CN(C)C(=O)CSc1ncccc1-c1nc2ccccc2[nH]1	96	1	9	-1.2	-5	17	1	1	-4	4
48	CCOc1ccc(C2C(C#N)=C(N)Oc3nc[nH]c(=O)c32)cc1 (stereo unspecified)	96	-3	0	1.3	-4	2	3	1	-7	5
49	c1ccc2cc3[nH]c(CN4CCOCC4)nc3cc2c1	100	0	1	-0.6	0	-1	0	-5	-8	-3
50	O=C(COC(=O)c1cc[n+]([O-])cc1)Nc1ccccc1Sc1ccccc1	98	2	1	-1.3	-2	0	2	-1	4	1
51	Cc1cc(=O)oc(C)c1C(=O)NCCc1ccc(F)cc1	95	12	6	-1.2	-6	4	2	-3	-4	1
52	Cc1oc2cc3oc(=O)c(CCC(=O)NCCCN4CCCC4=O)c(C)c3cc2c1C	93	-11	-2	-2.1	3	1	-1	-1	x	x
53	CCCCNC(=O)NNC(=O)C1CC1(c1ccccc1)c1ccccc1 (stereo unspecified)	97	-4	4	-2.5	-3	-9	0	3	-2	-3
54	CCCS(=O)(=O)NC(=O)C1(C)CCCN(C(=O)CSc2ccccc2)C1 (stereo unspecified)	98	-2	4	-0.7	7	6	1	0	-7	18
55	C/C(=N\NC(=O)C1CC1c1ccccc1)c1cccs1 (stereo unspecified)	90	-1	7	0.7	2	0	-1	-5	-7	-11
56	COc1ccc2c(c1)C(CC(C)=O)N(c1ccc(-c3cccnc3)cc1)C(c1ccsc1)=C2 (stereo unspecified)	96	x	x	x	0	-1	x	-5	-9	x
57	CC(C)(C)c1cc[n+](/C(C(=S)Nc2ccccc2F)=C(/[O-])c2ccc3c(c2)OCCO3)cc1	97	-2	4	1.3	-12	-3	2	-8	5	9
58	Cc1nc2ccccn2c1C(=O)N/N=C/c1cc(C)n(-c2ccc(Cl)cc2)c1C	98	2	-7	-2.3	7	-1	-2	-7	-4	0
59	CCOC(=O)C1=C(C)N(C)C(=S)NC1c1cccc(Cl)c1Cl (stereo unspecified)	98	-5	3	-3.6	2	-1	1	6	-10	-11
60	CCOc1ccccc1C(O)C1=CC(=O)c2ccccc2C1=O (stereo unspecified)	101	-6	13	-1.7	3	-6	1	0	-7	-1
61	O=C(NC1CCCC1)C1c2ccccc2C(=O)N1C1CCCCC1 (stereo unspecified)	104	3	10	-2.7	5	-3	-2	0	-8	-6
62	CC1=NN(C(C#N)c2ccccc2C)C(c2ccccc2)C1 (stereo unspecified)	103	0	0	1.8	-1	-5	-1	-5	-21	0
63	O=c1ccccn1Cc1c(Cl)cccc1Cl	106	3	-15	-0.2	3	-2	1	-1	-7	-12
64	CC(C)(C)OC(=O)C[C@@H]1C/C=C\C[C@@H](CC(=O)N(CCO)Cc2ccccc2)C(=O)NC[C@@H](c2ccccc2)OC1=O	96	16	-1	-2.1	-2	-8	3	-10	-5	2
65	O=C1NCCN1Cc1cccc(Cl)c1	100	0	6	-1.6	-1	-3	2	0	-3	-5
66	CN(C(=O)c1cccc(NC(=O)Cc2cccc([N+](=O)[O-])c2)c1)C1CCCC1	101	-15	9	-0.1	0	4	-2	4	-4	8
67	COc1ccccc1NC(=O)CSc1ccc(-c2ccccn2)nn1	100	29	-1	-3.4	3	0	-5	0	-6	-2

High-throughput results deposited in PubChem BioAssay by several laboratories.
